# RGS7-Gao – modulates binding of RGS7 to human Galphao | Multiplexed bead flow cytometry; actives lie on both sides | binding response (% of control), % at 10 µM | actives 0.35% (n = 220,000) | AID 1439; in the data active = binding response below about 49% or above about 150%; inconclusive = no clear call, values can overlap the other calls; inactive = in between;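 also: fluorescent Galphao held in activated GDP-AlF4 state binding bead-coupled RGS7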
# Target sequence (P09471 whole entry, looked up): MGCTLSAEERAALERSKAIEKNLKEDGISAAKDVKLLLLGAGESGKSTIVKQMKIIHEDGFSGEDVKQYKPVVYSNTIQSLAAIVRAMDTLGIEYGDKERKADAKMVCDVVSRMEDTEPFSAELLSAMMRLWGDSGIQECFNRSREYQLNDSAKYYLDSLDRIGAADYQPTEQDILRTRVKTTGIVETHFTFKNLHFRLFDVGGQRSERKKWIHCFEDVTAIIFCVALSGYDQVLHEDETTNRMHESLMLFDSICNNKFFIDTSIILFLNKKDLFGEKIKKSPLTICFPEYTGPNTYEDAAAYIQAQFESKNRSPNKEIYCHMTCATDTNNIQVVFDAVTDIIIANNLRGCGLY
# Bcl-2 Bim block – human Bim-Bcl-2 interaction inhibition | P10415 | Bead-based flow cytometry, Bim peptide-Bcl-2 binding | inhibition, % at 10 µM | actives 0.06% (n = 190,000) | AID 950; in the data active = inhibition above about 40%; inconclusive = no clear call, values can overlap the other calls;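 also: 0% = no compound wells with probe peptide and 100% = reference peptide inhibitor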
# ABCB1 inh – inhibitors of human ABCB1 transporter, ABCG2 counter-screen; P08183; CCRF-Adr cells, JC-1 efflux, flow cytometry; inhibition, % at 6.6 µM; actives 0.067% (n = 190,000); AID 1326; in the data active = inhibition above about 40%;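 also: 0% = vehicle and 100% = reference inhibitor; higher value means more JC-1 retained so stronger ABCB1 efflux block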
# Bim-Bcl-W – disrupts Bim peptide binding to human Bcl-W; actives 0.02% (n = 190,000); bead-based flow cytometry; Q92843; inhibition, % at 10 µM; AID 952;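 also: 0% = bound tracer without compound and 100% = peptide blocker; higher means less fluorescent Bim peptide bound to Bcl-W beads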
# Bim-Bfl-1 – inhibitors of Bim-Bfl-1 interaction, human; Q16548; Bead-based flow cytometry, Bim-Bfl-1 binding inhibition; inhibition, % at 10 µM; actives 0.12% (n = 190,000); AID 1008;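 also: 0% = wells without compound plus tracer and 100% = blocker peptide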
# Avidin bead fluor – compound fluoresces at 488/530 nm on avidin beads; fluorescence (KMESF) at 10 µM; compound fluorescence 488/530 nm, flow cytometry; stronger effect = higher value; actives 0.38% (n = 220,000); in the data active = fluorescence above about 47; also: inactives centre near 10
# Bcl-B Bim block – disrupts Bim peptide binding to human Bcl-B | bead-based flow cytometry | actives 0.073% (n = 190,000) | AID 951 | inhibition, % at 10 µM | Q9HD36;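 also: 0% = tracer peptide without compound and 100% = reference inhibitor peptide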
# RGS4-Gao reg – modulates binding of RGS4 to human Galphao; Multiplexed bead flow cytometry; actives lie on both sides; binding response (% of control), % at 10 µM; actives 0.33% (n = 220,000); AID 1415; in the data active = binding response below about 49% or above about 150%; inactive = in between;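 also: fluorescent Galphao activated with aluminum fluoride binding bead-coupled RGS4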
# GSH fluor – GSH bead compound fluorescence profile. GSH beads flow cytometry, compound fluorescence 488/530 nm; stronger effect = higher value. fluorescence (KMESF) at 10 µM. actives 0.25% (n = 190,000). AID 1776; in the data active = fluorescence above about 89;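 also: glutathione beads carrying GST-tagged Bcl family fusion proteins plus one bare bead set; values are compound well signal with DMSO vehicle wells as background; inactives centre near 16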
# ABCG2 block – inhibitors of human ABCG2 transporter, ABCB1 counter-screen | Q9UNQ0 | IgMXP3 cells, JC-1 efflux, flow cytometry | inhibition, % at 6.6 µM | actives 0.1% (n = 190,000) | AID 1325;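 active = inhibition above 80%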;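 also: 0% = DMSO and 100% = nicardipine control wells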
#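 Read-out basis: Efflux inhibition in percent versus controls | Test system: ABCG2 IgMXP3 and barcoded ABCB1 CCRF-Adr cell mix | Quantity: 3 million cells/mL in well | Schedule: 10 min at 25 °C | Control set: Nicardipine as high control, DMSO as low control | Reagent: JC-1 as fluorescent efflux pump substrate | Signal: Flow cytometry of retained JC-1 fluorescence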
# Bim-Bcl-XL – inhibitors of Bim-Bcl-XL interaction, human | Q07817 | Bim peptide-Bcl-XL binding, bead flow cytometry, fluorescence | inhibition, % at 10 µM | actives 0.04% (n = 190,000)
# Target sequence (Q07817 whole entry, looked up): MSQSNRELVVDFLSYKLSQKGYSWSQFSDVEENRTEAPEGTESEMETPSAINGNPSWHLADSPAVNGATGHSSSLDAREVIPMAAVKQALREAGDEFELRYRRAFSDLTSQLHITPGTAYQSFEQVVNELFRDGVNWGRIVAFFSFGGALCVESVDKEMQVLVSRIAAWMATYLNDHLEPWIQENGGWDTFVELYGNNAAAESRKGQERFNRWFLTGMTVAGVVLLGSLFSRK
# Active calls of the source: *; ? = inconclusive; & = joins results of further samples. Rule as the data show it, unless noted: active = inhibition above about 40%. Not all compounds are listed; count on the stated rates, not on these rows.
no. | mol | Bim-Bcl-W | ABCG2 block | Bcl-2 Bim block | Avidin bead fluor | RGS7-Gao | GSH fluor
1 | CCN(CC)S(=O)(=O)c1ccc(N=Cc2c(O)n(-c3ccccc3)c(=O)[nH]c2=O)cc1 | 1 | 1 | 0 | 13 | 95 | 14
2 | CCC1(CCCC(=O)c2ccc(F)cc2)C(=O)NC(=S)NC1=O | -6 | 1 | -4 | 13 | 106 | 13
3 | O=C(C(Cc1ccccc1)NS(=O)(=O)c1ccc(F)cc1)N1CCC2(CC1)OCCO2 (stereo unspecified) | -2 | 1 | -1 | 7 | 103 | 40
4 | COc1ccccc1OCC#CCN1CCCC(C)C1 (stereo unspecified) | 0 | 7 | 0 | 10 | ? | 15
5 | COc1ccc(C2SCC(=O)Nc3c2c(=O)[nH]n3C2CCCCCC2)cc1OC (stereo unspecified) | -3 | 0 | 0 | 11 | 90 | 9
6 | Cc1sc2c(c1C)C(c1ccc(C(C)(C)C)cc1)=NCC(=O)N2CC(=O)Nc1nccs1 | -1 | 5 | 0 | 10 | 100 | 15
7 | CCOC(=O)C1(CCCc2ccccc2)CCN(C2CCC2)CC1 | -2 | 13 | -1 | 11 | 111 | 12
8 | CCCCn1c(O)c(C(C)=NCCc2ccccc2)c(=O)[nH]c1=O | 0 | 3 | -4 | 8 | 99 | 56
9 | COc1ccc(CN2CCCC(C(=O)c3ccccc3SC)C2)cc1O (stereo unspecified) | -3 | 1 | -5 | 11 | 104 | 54
10 | CCCCn1c(O)c(C=NC2CCCCC2N)c(=O)[nH]c1=O (stereo unspecified) | -1 | 4 | -5 | 15 | 102 | 20
11 | Cn1c(O)c(/C=N/N2CCCCC2)c(=O)[nH]c1=O | -2 | 11 | -1 | 6 | 102 | 8
12 | COc1cccc(NP(=O)(Oc2ccc(Cl)cc2)Oc2ccc(Cl)cc2)c1 | 0 | 2 | -1 | 1 | 104 | 6
13 | O=c1[nH]c(=O)n(Cc2ccco2)c(O)c1C=NCc1ccco1 | 4 | 16 | 0 | 8 | 94 | 33
14 | CCN(CC)c1ccc(N=Cc2c(O)n(-c3ccc(OC)cc3)c(=O)[nH]c2=O)cc1 | 0 | 1 | -12 | 10 | 101 | 35
15 | COc1ccc(C(Nc2ccccc2)P(=O)(Oc2ccccc2)Oc2ccccc2)cc1 (stereo unspecified) | -1 | 1 | 0 | 3 | 100 | 9

no. | RGS4-Gao reg | ABCB1 inh | Bcl-B Bim block | Bim-Bcl-XL | Bim-Bfl-1
1 | 89 | 0.3 | -1 | -5 | -1
2 | 101 | -0.1 | -9 | -10 | -8
3 | 98 | 0.8 | -6 | -12 | -2
4 | 101 | 0.8 | -4 | 0 | -2
5 | 93 | 0.3 | 1 | -2 | -3
6 | 101 | 4.1 | 2 | -4 | -1
7 | 107 | 2.7 | -1 | -4 | -3
8 | 101 | 0.9 | -7 | -8 | -9
9 | 101 | 1.1 | -6 | -2 | -10
10 | 99 | 1.8 | -6 | -5 | 1
11 | 102 | 1.1 | -4 | -8 | -4
12 | 100 | 0.1 | -1 | 0 | 1
13 | 95 | 2.3 | 9 | 9 | 9
14 | 100 | 1.0 | -11 | -2 | -10
15 | 102 | 0.5 | 0 | -3 | 1

# Complete entries as entered above.
# Entry for COc1cccc(NP(=O)(Oc2ccc(Cl)cc2)Oc2ccc(Cl)cc2)c1 = Bim-Bcl-W = 0; ABCG2 block = 2; Bcl-2 Bim block = -1; Avidin bead fluor = 1; RGS7-Gao = 104; GSH fluor = 6; RGS4-Gao reg = 100; ABCB1 inh = 0.1; Bcl-B Bim block = -1; Bim-Bcl-XL = 0; Bim-Bfl-1 = 1
# Entry for CCCCn1c(O)c(C=NC2CCCCC2N)c(=O)[nH]c1=O (stereo unspecified) = Bim-Bcl-W = -1; ABCG2 block = 4; Bcl-2 Bim block = -5; Avidin bead fluor = 15; RGS7-Gao = 102; GSH fluor = 20; RGS4-Gao reg = 99; ABCB1 inh = 1.8; Bcl-B Bim block = -6; Bim-Bcl-XL = -5; Bim-Bfl-1 = 1
# Entry for COc1ccc(C2SCC(=O)Nc3c2c(=O)[nH]n3C2CCCCCC2)cc1OC (stereo unspecified) = Bim-Bcl-W = -3; ABCG2 block = 0; Bcl-2 Bim block = 0; Avidin bead fluor = 11; RGS7-Gao = 90; GSH fluor = 9; RGS4-Gao reg = 93; ABCB1 inh = 0.3; Bcl-B Bim block = 1; Bim-Bcl-XL = -2; Bim-Bfl-1 = -3

# By substructure: the entries above with fluorine
no. | mol | Bim-Bcl-W | ABCG2 block | Bcl-2 Bim block | Avidin bead fluor | RGS7-Gao | GSH fluor
2 | CCC1(CCCC(=O)c2ccc(F)cc2)C(=O)NC(=S)NC1=O | -6 | 1 | -4 | 13 | 106 | 13
3 | O=C(C(Cc1ccccc1)NS(=O)(=O)c1ccc(F)cc1)N1CCC2(CC1)OCCO2 (stereo unspecified) | -2 | 1 | -1 | 7 | 103 | 40

no. | RGS4-Gao reg | ABCB1 inh | Bcl-B Bim block | Bim-Bcl-XL | Bim-Bfl-1
2 | 101 | -0.1 | -9 | -10 | -8
3 | 98 | 0.8 | -6 | -12 | -2

# Next part.
no. | mol | Bim-Bcl-W | ABCG2 block | Bcl-2 Bim block | Avidin bead fluor | RGS7-Gao | GSH fluor
16 | O=c1c2ccccc2nc(C[n+]2ccccc2)n1-c1cccc(C(F)(F)F)c1 | 2 | 1 | 2 | 7 | 102 | 46
17 | CC(C)COc1ccc(C2(C#N)CC[N+](C)(C)CC2)cc1 | -1 | 0 | 0 | 17 | 103 | 31
18 | O=C(Nc1ccccc1)Oc1ccccc1 | -1 | 2 | -7 | 6 | 99 | 45
19 | Cc1cccnc1-n1c(-c2ccccc2)nc2ccccc2c1=O | -3 | 0 | -8 | 37 | 101 | 20
20 | COc1c2c(cc3c1OCO3)CC[N+](C)=C2 | -2 | 1 | -5 | 7 | 104 | 19
21 | CC(=O)NC(Cc1ccc(N(CCCl)CCCl)cc1)C(=O)NC(CC(C)C)C(=O)O (stereo unspecified) | -4 | 1 | -8 | 11 | 96 | 14
22 | CCN(CC)CCN=Cc1c(O)n(Cc2ccccc2)c(=O)[nH]c1=O | -2 | 0 | -7 | 7&13 | ? | 8
23 | CC(C)n1cc(C(=O)N(CC(=O)NC(C)(C)C)Cc2ccccc2)cn1 | 3 | 0 | 7 | 14 | 99 | 24
24 | O=c1[nH]c(=O)n(CCc2ccccc2)c(O)c1C=NCc1ccc2c(c1)OCO2 | 0 | 11 | -8 | 7 | 92 | 15

no. | RGS4-Gao reg | ABCB1 inh | Bcl-B Bim block | Bim-Bcl-XL | Bim-Bfl-1
16 | 103 | -0.2 | 2 | 3 | 4
17 | 99 | 0.1 | -3 | -1 | -3
18 | 101 | 0.5 | -7 | 0 | -9
19 | 103 | 0.0 | -2 | 0 | -1
20 | 102 | 0.0 | -1 | -5 | -10
21 | 97 | 0.4 | -6 | 0 | -9
22 | 95&92 | 0.6 | -5 | -3 | -3
23 | 98 | 0.2 | 6 | 2 | 7
24 | 96 | 0.9 | -5 | -4 | -8
